mHtt clearance: mutant huntingtin protein clearance; HeLa Exon1htt(103Q)mCFP, aggregate imaging; zero = plate's median compound well; inhibition, % at 1.5 µM; 0.42% of 47,000 active;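 active = inhibition of aggregate fluorescence above about 70%, also judged a hit by eye on the cell image, limit read from the data, passing the limit was not always enough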;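 note: cells exposed to compound for three days before fixation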
mHtt clearance grain fraction: recorded beside mHtt clearance, whose call it bears; fraction fluorescence in grains; measured here: aggregate grain fluorescence fraction; stronger effect = lower value;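 scaled fraction of total cell fluorescence in grains with unit not stated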
The depositor's hits bear a star. A portion of the library; the hit share may differ from the screen's.

mHtt clearance | mHtt clearance grain fraction | canonical_smiles
3 | 32 | CCCN1C(=O)c2cc(C(=O)NC3CCCCCC3)ccc2C1O (stereo unspecified)
12 | 27 | Cc1nc2c(-c3ccc(F)cc3)c(C)nn2c(C)c1CCC(=O)NC(C)CCc1ccco1 (stereo unspecified)
36 | 12 | CCn1c(SCC(=O)NCc2cccs2)nnc1-c1cccs1
-8 | 40 | CCOC(=O)CSc1nnc(Cc2cc(=O)[nH]c(=O)[nH]2)n1-c1cccc(OC)c1
-79 | 66 | N#CC1=C(N)SC(N)=C(C#N)C1CCC1CCCCC1
-1 | 45 | CC(Sc1nc2c(c(=O)n(C)c(=O)n2C)n1Cc1cc2c(cc1Cl)OCO2)C(=O)O (stereo unspecified)
-46 | 50 | COc1c(C)cccc1C(=O)Nc1ccc(N2CCN(S(C)(=O)=O)CC2)cc1
-5 | 38 | CCSc1nnc(NC(=O)CSc2nc(CC)nc3c2c(=O)n(C)c(=O)n3C)s1
29 | 25 | Cc1ccc(N(CC(O)CN2CCCC2)S(=O)(=O)c2ccccc2)cc1 (stereo unspecified)
22 | 13 | COc1ccccc1-n1nnnc1SCc1cc2c(cc1Br)OCO2
30 | 24 | N#Cc1nc(Cc2cccc3ccccc23)oc1NCCCn1ccnc1
11 | 31 | CCOc1ccc(-c2[nH]nc3c2C(c2cccnc2)C(C#N)=C(N)O3)cc1 (stereo unspecified)
12 | 37 | Cc1ccc(Cl)cc1N1CCN(C(c2ccc(C#N)cc2)c2nnnn2C2CCCC2)CC1 (stereo unspecified)
7 | 18 | CCOc1cc2[nH]c(=S)n(Cc3ccc(C(=O)NCCOC)cc3)c(=O)c2cc1OCC
-28 | 26 | Cc1cc(C(=O)O)ccc1-n1c(C)ccc1C
16 | 31 | CS(=O)(=O)N(CC(=O)NCCC1=CCCCC1)c1ccc2c(c1)OCO2
-17 | 47 | O=C(CC12CC3CC(CC(C3)C1)C2)N1CCCOC1
-7 | 21 | Cc1cc(Cl)c(S(=O)(=O)N(C)C)cc1OCC(N)=O
18 | 27 | OC(C#CCN1CCCC1)c1ccccc1 (stereo unspecified)
-60 | 59 | Cc1csc(C(C#N)C(=O)c2ccc(S(=O)(=O)N3CCCC3)cc2)n1 (stereo unspecified)
6 | 18 | COC(=O)c1c(NC(=O)c2ccco2)sc(C(=O)N(C)C)c1C
50 | 10 | COc1ccc(C(=O)N2CCCC(c3nc(-c4cccs4)no3)C2)cc1OC (stereo unspecified)
18 | 33 | CS(=O)(=O)N1CCCC(C(=O)NCc2cccs2)C1 (stereo unspecified)
14 | 18 | Cc1cc(NS(=O)(=O)c2ccccc2)n(-c2ccccc2)n1
19 | 18 | Cn1c(C(=O)N(Cc2ccccc2)Cc2ccccn2)cc2sccc21
-28 | 24 | O=C(c1cccn2c(=O)c3cc(Cl)ccc3nc12)N1CCOCC1
16 | 20 | COc1ccc(-c2cn3c4c(sc3n2)CCCC4)cc1
14 | 17 | c1csc(-c2nn3c(Cn4cnc5ccccc54)nnc3s2)c1
8 | 20 | CN(C)C(=O)c1cn(-c2ccccc2)c(=O)c2ccccc12
0 | 42 | Cc1csc(NC(=O)c2ccc(S(=O)(=O)N(C)c3ccccc3)cc2)n1
9 | 18 | Cn1c(=O)[nH]c(=O)c2c1nc(NCCCn1ccnc1)n2CCOc1ccccc1
-10 | 23 | Cc1cccc(C)c1NC(=O)C1(N(Cc2ccco2)C(=O)c2ccccn2)CCCC1
16 | 30 | CCOC(=O)N1CCC(NC(=O)CCS(=O)(=O)c2ccc3c(c2)CCN3C(C)=O)CC1
10 | 21 | CCOC(=O)C(=O)Nc1ccccc1C(=O)NC(C)C
8 | 18 | Cc1ccc2c(c1)C1OCCC1C1N2C(=O)C2C(C(=O)O)C3C=CC21O3 (stereo unspecified)
1 | 39 | Cc1ccc(N(CC(N)=O)C2SC(=O)N(Cc3cccc(C(=O)O)c3)C2=O)cc1 (stereo unspecified)
-261 | 112 | CCOC(=O)C1CCN(c2c(N(C)Cc3ccco3)c(=O)c2=O)CC1
22 | 32 | Cc1ccc2cc(C(=O)O)c(C)nc2c1
50 | 9.2 | CCOC(=O)C1=C(C)NC(C)=C(C(=O)OCC)C1
-26 | 47 | COc1ccc2[nH]c3c(N4CCN(Cc5ccc6c(c5)OCO6)CC4)ncnc3c2c1
-197 | 120 | CC(C)OC(=O)CSc1nnc(-c2ccncc2)n1N
-26 | 24 | CCOc1ccc2ccccc2c1/C=N/n1cncn1
3 | 35 | Cc1csc(NC(=O)c2nc3nc(C)cc(C)n3n2)n1
-108 | 37 | CC(=O)NCCOC(=O)Nc1sc(=S)n(C)c1C
34 | 13 | O=C(CSc1nc2c(c(C(F)(F)F)n1)CCc1ccccc1-2)NCc1ccco1
32 | 12 | Cc1cc(C)n(-c2nc3ccccc3nc2N2CCN(C(=O)c3ccc(F)cc3)CC2)n1
-30 | 44 | COc1ccc(S(=O)(=O)N(CCCN2CCCC2=O)Cc2cc3cc(C)c(C)cc3[nH]c2=O)cc1
-1 | 30 | CCOC(=O)c1cnc(Nc2nc3ccccc3o2)nc1CN1CCN(C)CC1
-18 | 22 | Cc1cccc(OC(=O)C2C(c3ccccc3)C(C(=O)O)C2c2ccccc2)c1 (stereo unspecified)
47 | 20 | Nc1n[nH]c(-c2ccccc2)c1-c1ccccc1
-10 | 18 | CN(C)C(CNc1nnnn1-c1ccccc1)c1ccco1 (stereo unspecified)
-8 | 21 | CCOC(=O)c1c2c(n(C)c1COC)C(=O)C(=O)c1ccc(Br)cc1-2
6 | 17 | Cc1nnc(SCCCn2c(N3CCCCC3)nc3c2c(=O)[nH]c(=O)n3C)s1
-120 | 40 | CCCCS(=O)(=O)Nc1ccc2ncn(C)c(=O)c2c1
-94 | 33 | O=C(NCCCCNC(=O)C1CCCC1)C1CCCC1
14 | 33 | CCc1c(-c2ccccc2)nc(N)c(C#N)c1-c1cccs1
-44 | 28 | Cc1nn2cnc3sc4c(c3c2nc1=O)CCCC4
22 | 24 | S=C(NCCC(c1ccccc1)c1ccccc1)Nc1ccc(Cl)cc1
-4 | 34 | O=C(NCc1ccco1)c1ccc(CS(=O)(=O)Cc2ccc(F)cc2)o1
-32 | 48 | O=C(c1cnn2c(C(F)(F)F)cc(-c3ccc4c(c3)OCO4)nc12)N1CCCCC1

(cont.)
mHtt clearance | mHtt clearance grain fraction | canonical_smiles
-31 | 23 | O=C1NC2(CCCCC2)C(=O)N1CCS(=O)(=O)Oc1ccccc1
-1 | 48 | Cn1c(SCc2ccccc2)nnc1-c1c[nH]c2ccccc12
-18 | 24 | O=C1CC(N2CCC(O)CC2)C(=O)N1c1ccc(Br)cc1 (stereo unspecified)
8 | 20 | CC1(C)c2ccccc2N2CC(=O)N(CC(N)=O)C21C (stereo unspecified)
21 | 27 | COc1ccc(C2(O)CCN(CC(=O)Nc3nccs3)CC2)c(OC)c1
10 | 19 | COc1cccc(S(=O)(=O)Nc2ccc(C(=O)N3CCN(C(=O)c4ccco4)CC3)cc2)c1
2 | 36 | O=C(c1oc(=O)c2ccccc2c1-c1ccccc1)N1CCOCC1
24 | 16 | O=C(NCCc1ccccc1)c1ncn[nH]1
-2 | 22 | CC1CCCCC1NC(=O)C1CCN(S(=O)(=O)c2cccc3nsnc23)CC1 (stereo unspecified)
-20 | 41 | COc1cc2c(cc1OC)CN(C(=O)NS(=O)(=O)c1ccc(C)cc1)CC2
-5 | 19 | CCOC(=O)NC1(NCc2ccccc2)Oc2ccccc2O1
28 | 24 | O=C(O)C1CCCCC1C(=O)Nc1ccc(Cl)cc1Cl (stereo unspecified)
-233 | 108 | COC(=O)/C(=C/Nc1ccccc1)[N+](=O)[O-]
-22 | 23 | Cc1ccc(C(=O)C2=C(O)C(=O)N(Cc3ccccc3)C2c2cccnc2)o1 (stereo unspecified)
-42 | 30 | CCCOc1cc(C)c(S(=O)(=O)NCCOC)cc1C
8 | 16 | Cc1ccccc1S(=O)(=O)Cc1ccc(C(=O)NCc2cccnc2)o1
-33 | 26 | CCCC(=O)NC1C2CC3CC(C2)CC1C3 (stereo unspecified)
6 | 18 | CC(C)N(Cc1nc(-c2ccc(Cl)cc2)no1)C(=O)CN(C)S(=O)(=O)c1ccc(Cl)cc1
31 | 11 | CC(C)N1C(=O)c2ccc(C(=O)O)cc2C1=O
-13 | 23 | O=C1CC(c2cccc(Cl)c2)Cc2nc(N3CCN(c4ccccc4)CC3)ncc21 (stereo unspecified)
17 | 18 | COc1ccccc1NC(=O)c1oc2ccccc2c1NC(=O)c1cc(OC)c(OC)c(OC)c1
17 | 29 | Cc1cccc(S(=O)(=O)c2c(N)n(/N=C/c3cccnc3)c3nc4ccccc4nc23)c1
11 | 20 | CC(c1ccccc1)C1C(C#N)=C(N)OC2=C1C(=O)CCC2 (stereo unspecified)
40 | 12 | COCCN(CCOC)C(=O)CC(=O)N(CCOC)CCOC
17 | 23 | CCSc1nc2ccccc2c(=O)n1OCC(=O)OC
-140 | 90 | CCCN(CCC)C(=O)CSc1nc2ccccc2c(=O)n1CC1COc2ccccc2O1 (stereo unspecified)
-21 | 45 | O=C(Cn1c(=O)n2ncnc2c2c3c(sc21)CCCC3)c1ccccc1
10 | 37 | CC1=C(C)C(=O)N(c2ccccn2)C1=O
-6 | 43 | CCOC(=O)c1c(NC(=O)CSc2nnnn2-c2ccc3c(c2)OCCO3)sc(C)c1C
-15 | 46 | Cc1nonc1NC(=O)c1ccc(Cl)c(S(=O)(=O)N2CCCCC2)c1
-7 | 20 | Cn1c(=O)cc(SCC(=O)NCC2CCCO2)c2ccc(Cl)cc21 (stereo unspecified)
14 | 18 | CCOC(=O)C1CCCN(CC(=O)Nc2c(C(=O)OC)[nH]c3ccc(Br)cc23)C1 (stereo unspecified)
51 | 15 | CCOC(=O)C(C)Sc1nnc(Cc2cc(=O)[nH]c(=O)[nH]2)n1-c1ccc(Cl)cc1 (stereo unspecified)
-26 | 39 | Cc1cc(C(=O)NCCCN2CCOCC2)n(-c2ccccc2)n1
43 | 12 | Cc1ccccc1N(CC(N)=O)S(C)(=O)=O
-13 | 27 | Cc1ccc(Cl)c2c1NC(=O)C2(O)CC(=O)c1ccc(Br)cc1 (stereo unspecified)
-47 | 27 | O=C(CSc1n[nH]c(=O)[nH]c1=O)c1ccccc1
11 | 35 | CC1(C)CC(=O)C2=C(C1)Nc1[nH]c(=S)[nH]c(=O)c1C2c1ccccc1 (stereo unspecified)
40 | 24 | CCCCn1c(SCC(=O)NCCc2ccc(OC)c(OC)c2)nc2c1c(=O)n(C)c(=O)n2C
-34 | 54 | O=C1CCCC/C1=C/Nc1ccc2c(c1)OCO2
2 | 37 | COCc1cc(C)nc(Nc2ccc(C)c(C)c2)c1C#N
14 | 14 | COC(=O)c1cc(OC)c(OC)cc1NC(=S)N1CCCC(CO)C1 (stereo unspecified)
-8 | 41 | Cc1ccc(NC(=O)c2cc(N(C)C)ccc2[P+](=O)O)cc1
-13 | 43 | CCOc1ccccc1-c1nc2c([nH]1)c(=O)n(C)c(=O)n2C
8 | 19 | COc1cc(NC(=O)C2CC(c3cccc(OC)c3OC)=NO2)cc(OC)c1OC (stereo unspecified)
-98 | 41 | CCCCN(CC)CCCNC(=O)c1cc2cc3ccc(OC)cc3nc2o1
36 | 12 | CCOC(=O)C1CCN(Cc2ccc(F)cc2)CC1
-32 | 29 | CC(=O)OC(C(=O)NC1CCCCC1)c1ccccc1 (stereo unspecified)
9 | 27 | COc1ccc2nc(NC(=O)Cc3ccc(OC)c(S(=O)(=O)N4CCOCC4)c3)sc2c1
-6 | 21 | CCOC(=O)N1CCN(CC(O)COc2c(OC)cccc2OC)CC1 (stereo unspecified)
21 | 33 | O=C(Nc1cc(=O)[nH]c2ncnn12)c1ccccc1Cl
11 | 15 | CCOCCCNc1nc2ccccc2[nH]1
-1 | 19 | O=C(NC(=S)NNC(=O)c1ccccc1[N+](=O)[O-])c1ccccc1
-70 | 36 | CC(C)N1CCC2(CC1)N=C(c1ccc3c(c1)OCO3)CC(c1cc(Cl)ccc1O)N2 (stereo unspecified)
45 | 19 | O=C(Cn1c(NCCCO)nc2ccccc21)c1cccc(Br)c1
5 | 20 | CCc1ccc(OCCNC(=O)c2ccccc2SCc2ccc(F)cc2)cc1
-27 | 40 | O=[N+]([O-])c1nn(-c2ccc3c(c2)OCCO3)n(O)c1=NC1CCCC1
64 | 16 | COc1ccc(C)cc1NC(=O)c1nnn(Cc2cc(C)ccc2C)c1N
10 | 17 | Cc1ccnc(NS(=O)(=O)c2ccc(N=CC3=C(O)CC(C)(C)CC3=O)cc2)n1
-94 | 69 | CCOc1cc(/C=C2/C(=O)ON=C2C)ccc1OCc1ccccc1F

Single records, as listed above. Values in the order: mHtt clearance	mHtt clearance grain fraction
CCc1ccc(OCCNC(=O)c2ccccc2SCc2ccc(F)cc2)cc1 is entered as 5	20
CCOc1ccccc1-c1nc2c([nH]1)c(=O)n(C)c(=O)n2C is entered as -13	43
CC1(C)CC(=O)C2=C(C1)Nc1[nH]c(=S)[nH]c(=O)c1C2c1ccccc1 (stereo unspecified) is entered as 11	35
Cc1ccc(NC(=O)c2cc(N(C)C)ccc2[P+](=O)O)cc1 is entered as -8	41
O=C(CSc1n[nH]c(=O)[nH]c1=O)c1ccccc1 is entered as -47	27

Back to the main list, starting 2 compounds before the break.
mHtt clearance | mHtt clearance grain fraction | canonical_smiles
10 | 17 | Cc1ccnc(NS(=O)(=O)c2ccc(N=CC3=C(O)CC(C)(C)CC3=O)cc2)n1
-94 | 69 | CCOc1cc(/C=C2/C(=O)ON=C2C)ccc1OCc1ccccc1F
24 | 15 | O=C(NCCc1ccccc1)c1ccco1
-9 | 18 | CCc1ccc(CNCc2cccnc2)cc1
-11 | 21 | CCOc1ccccc1N(C(=O)Cn1nnnc1-c1ccc(C)o1)C(CC)C(=O)NC(C)(C)C (stereo unspecified)
24 | 16 | Cc1cc2c(N=O)c(NO)ccc2[nH]1
-6 | 21 | O=C(NCc1ccc2c(c1)OCO2)c1cccc(S(=O)(=O)N2CCCCC2)c1

Individual results from above:
`Cc1cc2c(N=O)c(NO)ccc2[nH]1` in mHtt clearance reads 24
`CCOc1ccccc1N(C(=O)Cn1nnnc1-c1ccc(C)o1)C(CC)C(=O)NC(C)(C)C` (stereo unspecified) in mHtt clearance grain fraction reads 21
`O=C(NCc1ccc2c(c1)OCO2)c1cccc(S(=O)(=O)N2CCCCC2)c1` in mHtt clearance grain fraction reads 21

Compound activity: PubChem BioAssay, Columbia University Molecular Screening Center
